Source: PubChem BioAssay (The Scripps Research Institute Molecular Screening Center)
CHO-K1 Ca antag – counter-screen for M1 antagonists: effect in parental CHO-K1 cells; AID 602250; ATP-induced calcium, Fluo-8 fluorescence; inhibition, % at 3 µM; actives 0.6% (n = 360,000);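 active means inhibition above a per-plate cutoff, the plate's mean sample inhibition plus 3 SD, cut at about 24% in these data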;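 further: 0% = DMSO plus EC80 ATP and 100% = DMSO alone without ATP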
M4 PAM – human M4 muscarinic receptor positive allosteric modulators, primary screen, CHO-K1 cells, Fluo-8 calcium fluorescence | Muscarinic acetylcholine receptor M4 (Homo sapiens), P08173 | CHO-K1 hM4/Gqi5, ACh EC20; 0% = ACh EC20, 100% = maximal ACh | activation, % at 3 µM | actives 0.4% (n = 360,000);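 active means activation above its plate's cutoff, the mean activation of sample wells plus 3 SD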; further: some results filed as inactive read as strong as hits
Target sequence (P08173 whole entry, looked up): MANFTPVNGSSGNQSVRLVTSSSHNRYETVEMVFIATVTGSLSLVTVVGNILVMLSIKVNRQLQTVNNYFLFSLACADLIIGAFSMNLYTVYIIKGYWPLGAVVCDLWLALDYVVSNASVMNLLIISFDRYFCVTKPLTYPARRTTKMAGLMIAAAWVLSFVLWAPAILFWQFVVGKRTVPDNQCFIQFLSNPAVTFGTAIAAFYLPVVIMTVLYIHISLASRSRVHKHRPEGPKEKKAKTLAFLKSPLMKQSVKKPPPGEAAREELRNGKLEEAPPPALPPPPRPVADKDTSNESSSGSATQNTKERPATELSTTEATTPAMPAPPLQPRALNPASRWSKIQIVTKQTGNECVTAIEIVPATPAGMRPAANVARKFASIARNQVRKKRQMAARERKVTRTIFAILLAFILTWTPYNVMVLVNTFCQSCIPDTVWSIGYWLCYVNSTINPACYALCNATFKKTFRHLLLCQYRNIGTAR
CHRM5 PAM – human M5 muscarinic receptor positive allosteric modulators, primary screen, CHO-K1 cells, Fluo-8 calcium fluorescence; AID 624038, 2012; Muscarinic acetylcholine receptor M5 (Homo sapiens), P08912; activation, % at 3 µM; actives 0.3% (n = 360,000); CHO-K1 hM5, ACh EC20 PAM; 0% = ACh EC20, 100% = ACh EC100;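 active means activation above the run cutoff, the mean activation of all test compounds plus 3 SD, cut at about 18% in these data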
Target sequence (P08912 whole entry, looked up): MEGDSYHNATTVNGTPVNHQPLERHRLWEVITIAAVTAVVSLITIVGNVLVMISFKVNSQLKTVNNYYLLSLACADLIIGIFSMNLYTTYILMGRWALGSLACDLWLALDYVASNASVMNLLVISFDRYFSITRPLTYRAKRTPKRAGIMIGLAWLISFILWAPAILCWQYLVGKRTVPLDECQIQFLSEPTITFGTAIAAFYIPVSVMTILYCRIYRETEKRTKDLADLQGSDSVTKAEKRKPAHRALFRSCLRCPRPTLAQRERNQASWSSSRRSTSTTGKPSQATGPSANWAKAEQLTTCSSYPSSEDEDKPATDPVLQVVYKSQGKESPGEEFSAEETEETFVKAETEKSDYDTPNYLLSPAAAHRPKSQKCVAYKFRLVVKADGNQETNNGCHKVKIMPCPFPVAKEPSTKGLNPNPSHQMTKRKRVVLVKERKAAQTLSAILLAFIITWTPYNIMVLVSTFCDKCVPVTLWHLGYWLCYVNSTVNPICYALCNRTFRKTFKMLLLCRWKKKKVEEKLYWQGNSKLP
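Measured by: Fluo-8 calcium fluorescence; material: human M5 receptor in CHO-K1 cells; schedule: Post-acetylcholine fluorescence recording 140 s; benchmarks: low control EC20 acetylcholine (0%), high control EC100 acetylcholine (100%); read-out: Max/basal fluorescence ratio as % of EC20–EC100 ACh window; compound: single dose, 3 µM nominal final test concentration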
CHRM5 agonist – human M5 muscarinic receptor agonists, primary screen, CHO-K1 cells, Fluo-8 calcium fluorescence; Muscarinic acetylcholine receptor M5 (Homo sapiens), P08912; CHO-K1 hM5 cells; 0% DMSO wells, 100% maximal acetylcholine response; activation, % at 3 µM; actives 0.19% (n = 360,000); AID 624037, 2012;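 active means activation above the run's mean over test compounds plus 3 SD, cut at about 23% in these data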;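 further: signal is peak over basal fluorescence ratio across the kinetic read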
CHO-K1 Ca PAM – nonselective calcium activators in parental CHO-K1 cells, primary screen, counter-screen for M1 PAM project, cell-based, Fluo-8 calcium fluorescence, full deck, 1536-well | ATP EC20; 0% at ATP EC20, 100% at ATP max | AID 602247, 2012 | activation, % at 3 µM | actives 0.02% (n = 360,000);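 active means activation above the run cutoff, the mean activation of all test compounds plus 3 SD, cut at about 40% in these data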;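 further: peak over basal fluorescence ratio in a 140 s read after ATP addition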
M1 ag parental – counter-screen for M1 agonists: effect in parental CHO-K1 cells; Fluo-8 calcium fluorescence; scaled to maximal ATP response, vehicle zero; activation, % at 3 µM; actives 0.48% (n = 360,000); AID 602248, 2012; in the data active means activation above about 15%;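 further: untransfected CHO-K1 host cells lacking M1 receptor as counterscreen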
CHRM4 agonist – human M4 muscarinic receptor agonists, primary screen, CHO-K1 cells, Fluo-8 calcium fluorescence; Muscarinic acetylcholine receptor M4 (Homo sapiens), P08173; CHO-K1 hM4/Gqi5; vehicle 0%, full acetylcholine response 100%; activation, % at 3 µM; actives 0.14% (n = 360,000); AID 624127, 2012;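 active means activation above the run mean over all test wells plus 3 SD, cut at about 32% in these data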;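 further: peak over basal fluorescence ratio per well then scaled between controls; 0% = DMSO wells and 100% = acetylcholine at EC100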
CHRM4 antagonist – human M4 muscarinic receptor antagonists, primary screen, CHO cells, Fluo-8 calcium fluorescence | CHO-hM4 cells, ACh EC80 | inhibition, % at 3 µM | actives 0.73% (n = 360,000) | AID 624125, 2012;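 active means inhibition above its plate's cutoff, the mean inhibition of sample wells plus 3 SD, cut at about 27% in these data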;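 further: 0% = acetylcholine EC80 with DMSO and 100% = DMSO without agonist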
CHRM5 antagonist – human M5 muscarinic receptor antagonists, primary screen, CHO cells, Fluo-8 calcium fluorescence; Muscarinic acetylcholine receptor M5 (Homo sapiens), P08912; CHO-hM5 cells, ACh EC80; inhibition, % at 3 µM; actives 0.59% (n = 360,000); AID 624040, 2012;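 active means inhibition above a per-plate cutoff, the mean of that plate's test compounds plus 3 SD, cut at about 27% in these data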;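 further: 0% = acetylcholine EC80 with DMSO and 100% = DMSO without agonist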
* = called active by the depositor; & = joins results of further samples.

Molecule	CHO-K1 Ca antag	M4 PAM	CHRM5 PAM	CHRM5 agonist	CHO-K1 Ca PAM	M1 ag parental	CHRM4 agonist	CHRM4 antagonist	CHRM5 antagonist
CCc1ccccc1NC(=O)C1C2C=CC(O2)C1C(=O)O (centres undefined)	-2	1	-4	2	11	0.8	1	5	9
Cc1ccc(/C=N/Nc2ncc(Cl)cc2Cl)s1	-3	3	2	-2	18	-0.5	-2	-2	3
O=C(CSc1nc2ccccc2c(=O)n1-c1ccc(SC(F)F)cc1)Nc1ccc(N2CCOCC2)cc1	-11	8	8	-2	6	0.2	1	-17	-7
COC(=O)CN1C(=S)N(Cc2ccccc2)C(=O)C1CC(=O)Nc1ccc(OC)cc1 (centres undefined)	-15	4	4	3	20	0.8	1	1	2
COc1ccc(Br)cc1/C=N/N1CCN(Cc2ccccc2Cl)CC1	-15	-2	-1	-5	27	1.0	-1	-11	16
CCn1c(SCC(=O)N2c3ccccc3CCc3ccccc32)nc2c1c(=O)n(C)c(=O)n2C	-20	6	3	2	-11	-0.3	0	-2	-6
O=C(CN1CCC(O)(c2cccc(F)c2)CC1)NCCc1c[nH]c2ccccc12	-17	5	0	-1	7	3.3	7	2	8
CCCN(CCC)CCNC(=O)c1cc2c(-c3ccccc3F)nn(C)c2s1	-9	1	-6	-4	1	1.2	3	-11	13
CC(C)Oc1ccc(CNC(=O)Cn2c(=O)c3cccn3c3cccnc32)cc1	-14	-8	-9	3	15	5.7	13	1	5
COc1ccc(-n2c(=S)[nH]c3cc(C(=O)Nc4ccc(C)c(F)c4)ccc3c2=O)c(OC)c1	12	-6	-11	3	-5	9.9	17	6	7
O=C(Nc1ccnn1C1CCNCC1)c1ccc2c(c1)OCO2	-14	7	0	1	18	1.2	1	10	1
O=C(COc1cccc(NC(=O)c2ccccc2)c1)c1ccccc1	1	-2	2	1	0	0.4	2	4	-11
Cc1cc(C)nc(SCC(=O)Nc2ccc(S(=O)(=O)N3CCCCC3)cc2)n1	-4	-5	-3	1	15	1.8	4	2	4
CCOC(=O)C1C(c2ccc(O)c(OC)c2)NC(=S)NC1(O)C(F)(F)F (centres undefined)	2	0	2	-3	16	0.1	0	-14	-12
Cc1ccc(CCNC(=O)C2CCCN(S(=O)(=O)c3c(C)noc3/C=C/N(C)C)C2)cc1 (centres undefined)	-13	-1	-2	2	19	2.6	3	1	0
O=C(NCCCCCCOC1=NS(=O)(=O)c2ccccc21)C(=O)Nc1ccccc1	6	-12	-15	8	4	8.5	13	10	19
COc1ccc(CNC(=O)CSc2nnc3c(n2)[nH]c2ccc(F)cc23)cc1	1	0	-1	-2	0	0.6	1	-4	9
COc1cccc2cc(C(=O)N3CCN(c4ncccn4)CC3)c(=O)oc12	-12	15	1	-6	11	0.4	1	1	-8
CCCCC(=O)Nc1nnc(SCC(=O)Nc2ccc(OC)cc2)s1	-19	-3	-3	-3	20	1.7	1	4	7
CC1(C)CC(=O)C2=C(C1)OC(N)=C(C#N)C2CCc1ccccc1 (centres undefined)	-8	6	-5	-5	14	-0.3	0	10	-2
CC1CC(C)CN(C(=O)COC(=O)c2ccc3c(c2)OCCO3)C1 (centres undefined)	-10	-1	-3	4	4	0.6	7	4	-5
CCOc1ccc(NC(=O)C(c2ccccn2)N(C(=O)CCl)c2ccc(F)cc2)cc1 (centres undefined)	-15	13	5	-2	19	1.1	0	-3	-3
CN(C)S(=O)(=O)c1ccc(NC(=O)CSc2ncnc3ccccc23)cc1	-6	4	-2	2	18	1.9	4	0	1
O=C(Nc1ccc(S(=O)(=O)Nc2ncccn2)cc1)c1cccnc1	-3	-5	-5	0	1	0.2	1	5	4
Cc1c(CCC(=O)O)c(=O)oc2cc(OCc3ccc(Br)cc3)ccc12	11	-5	-2	-1	6	0.0	0	2	9
COc1ccc(O)c(C(=O)c2cc(SCC(=O)O)c3nc4sc5c(c4c(=O)n3c2)CCCC5)c1	-7	-7	-3	-2	0	0.5	1	1	16
COCc1cc(C)nc(SCC[N+](C)(C)CC(=O)Nc2cccc(C(F)(F)F)c2)c1C#N	4	-6	-4	-6	-16	-0.6	0	-3	0
COc1cc(/C=C/C(=O)N2CCCC2)cc(OC)c1OC	-7	1	-3	0	21	0.5	0	0	3
CCOc1ccccc1Nc1cc(C)nc2nnnn12	-5	5	-1	-2	25	0.9	1	-1	7
CC1CC(C)CN(C(=O)Cn2cc(C=O)c3ccccc32)C1 (centres undefined)	-3	6	-1	3	-7	1.2	1	-2	4
Cc1cccc(C)c1NC(=O)COC(=O)CCc1c[nH]c2ccccc12	-17	3	-6	2	18	1.8	2	-2	3
Cc1ccc(S(=O)(=O)N(C)C[C@@H]2Oc3ccc(NC(=O)Nc4cccc5ccccc45)cc3C(=O)N([C@H](C)CO)C[C@H]2C)cc1	-11	-7	3	0	2	0.4	0	0	8
CC(C)CN1CCC1(C)C(=O)Nc1ccc(OC(F)F)cc1 (centres undefined)	13	-1	1	-2	-7	-0.3	0	0	-6
COCCCn1cc(CN2CC(N3CCN(Cc4cccc(C)c4)CC3)CS2(=O)=O)nn1 (centres undefined)	-6	-4	6	-2	1	-0.1	0	6	-1
Cc1cc(CNCc2c(C(=O)N3CCCCCCC3)nc3ccc(Cl)cn23)nn1C	-1	-7	-2	-6	4	0.4	2	10	16
COc1ccc(Br)cc1CNC(=O)C1CCN(S(=O)(=O)N2CCCCC2)CC1	-9	0	5	-1	3	1.8	8	3	2
O=C(c1ccco1)N1CCN(C(=O)c2ccc(COc3ccc4c(c3)CCC4)o2)CC1	21	-4	-8	-1	-6	1.7	12	-3	5
CN[C@H](C)C(=O)NC[C@H]1O[C@@H](n2ccc(N)nc2=O)[C@H](O)[C@@H]1O	-2	1	2	1	-3	-0.4	0	-2	-7
CNc1sc(C(=O)c2cccs2)c(N)c1-c1nc2ccccc2s1	15	1	6	2	7	1.4	2	34*	20
COc1ccc(CC(=O)Nc2ccc3c(c2)OCO3)cc1S(=O)(=O)N1CCOCC1	7	2	-4	-3	-4	0.3	2	4	3
CC(C)NC(=O)CC(=O)N/N=C/c1c(F)cccc1Cl	-11	5	-12	-1	18	0.3	1	-13	10
CCOC(=O)C1CCCN(C(=O)c2csc(-c3ccc4c(c3)CCO4)n2)C1 (centres undefined)	0	-8	-13	-3	-3	3.0	4	-4	9
COc1cccc(/C=C/C(=O)OC(C)C(=O)Nc2c(C)n(C)n(-c3ccccc3)c2=O)c1 (centres undefined)	-1	-6	-3	1	2	1.2	2	5	1
CC(=O)OCc1c(C(F)(F)F)nn(C)c1Sc1ccccc1	1	-9	2	-10	11	0.0	-3	5	5
CCSc1nc2ccccc2[nH]1	-9&7	16&16	0&5	-1&2	10&-2	0.5&-0.1	1&-1	6&-4	-5&-9
COc1ccc2nc(SCCC(=O)O)cc(C)c2c1	2	-5	4	2	5	0.8	0	-3	6
Cc1ccc(NC(=O)C2C3C=CC4(O3)C2C(=O)N(CCCN2CCCCC2)C4C(=O)NC2CCCCC2)cc1Cl (centres undefined)	-10	-6	4	1	13	-0.1	0	14	13
CC(=O)/C(C[N+]1(C)CCCCC1)=N\O	11	-17	-23	-8	-3	0.1	1	34*	43*
Cc1ccc(C(=O)NCc2ccc3c(c2)OCO3)c(Cl)c1	-1	9	1	1	-5	0.0	2	-6	-4
COc1ccc(/C=c2\s/c(=C(/C#N)C(=O)NCc3ccco3)n(-c3ccccc3)c2=O)cc1	0	-9	-7	0	15	1.9	5	-6	8

Remaining list, next part:
Molecule	CHO-K1 Ca antag	M4 PAM	CHRM5 PAM	CHRM5 agonist	CHO-K1 Ca PAM	M1 ag parental	CHRM4 agonist	CHRM4 antagonist	CHRM5 antagonist
COc1ccc(-c2noc(-c3ccccc3C(=O)Nc3cccnc3)n2)cc1	-7	-5	-6	-1	17	2.1	8	-6	-7
CSc1ccccc1NC(=O)CSCc1ccccc1Br	-5	6	-5	-7	17	0.5	-2	-14	-1
COc1ccc(S(=O)(=O)N(C)C[C@H]2Oc3ccc(NC(=O)C4CCCCC4)cc3C(=O)N([C@H](C)CO)C[C@@H]2C)cc1	-5	2	-5	-7	1	-0.5	0	4	11
O=C(C1CC1)N1N=C(c2ccc(Cl)cc2)CC1(O)C(F)(F)F (centres undefined)	-1	-8	-4	-5	-24	-0.8	-1	-3	3
COc1ccc(-c2ccc(/C=N/NC(=O)Cc3nnc(N)s3)o2)cc1Cl	-4	-4	1	1	6	0.3	1	5	-1
O=C(COc1cc(F)ccc1[N+](=O)[O-])Nc1cccc(Br)c1	14	-6	2	2	-14	-0.5	0	3	-6
CCOc1ccc2nc(NC(=O)CN3CCN(CC)CC3)sc2c1	-4	-5	-7	-2	3	0.6	1	1	14
CC(C)Sc1nc2sc3c(c2c2nnc(SCC(=O)NCc4ccco4)n12)CCCC3	-6	5	2	1	22	0.2	1	-8	-4
CCOC(=O)[C@]12CCC=C1N(Cc1ccccc1)C(=O)[C@H](CC(=O)N1CCOCC1)C2	-7	-3	-10	3	8	0.6	-1	7	-8
Cc1cccc(NC(=S)N(Cc2cccs2)Cc2cc3cc(C)cc(C)c3[nH]c2=O)c1	-4	5	-3	0	3	-0.3	0	-3	1
COc1ccc(C(=O)N2CCN(S(=O)(=O)c3ccc(C)cc3)CC2)cc1S(=O)(=O)N1CCOCC1	-9	-11	-3	-6	4	0.5	1	-2	9
Nc1nc(Cl)cc(N2CCC(c3cc(-c4ccc(Cl)cc4)n[nH]3)CC2)n1	-1	-7	-25	14	0	21*	26	36*	39*
COC(=O)c1cc(Cl)cc2c(C)c(C3(O)CCCCC3)[nH]c12	-19	-9	0	-5	4	0.3	1	-5	9
O=S(=O)(NCC(c1ccco1)N1CCc2ccccc21)c1ccccc1 (centres undefined)	-10	-4	1	-5	14	-0.4	-2	-11	-2
COc1ccccc1NCC(=O)N/N=C(\C)c1ccc(Br)s1	1	8	1	0	3	0.1	1	-1	-1
CC1CCN(c2ccc3nnc(CCC(=O)Nc4cccc(F)c4)n3n2)CC1	-4	0	0	-9	16	-0.2	5	5	13
COc1cc2c(cc1C1C(C#N)=C(N)OC3=C1C(=O)CC(C)(C)C3)OCO2 (centres undefined)	-8	-9	0	-11	15	0.1	0	-4	6
CCCCc1c(-c2ccccc2F)ncn1CCc1ccccc1OC	-14	-6	-10	1	11	1.4	4	-6	6
Cc1c(Cl)cccc1NC(=O)CNc1cccc(S(=O)(=O)N(C)C)c1	-10	-2	-9	2	14	5.8	11	-15	1
